Mac1 fbg enh: enhancers of human CD11b/CD18 binding to fibrinogen. K562 CD11b/CD18 adhesion to fibrinogen, ATPlite luminescence. activation, % at 10 µM. AID 1499. 93,000 compounds, 0.07% hits. P05107+P11215;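 active means 10 µM primary screen giving 50% or more activity, confirmed by 40% or more on retest at that dose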; further: strong numbers were not always called active
PLK1 inh: inhibitors of human PLK1 kinase. P53350. recombinant PLK1 kinase, TR-FRET peptide phosphorylation. inhibition, % at 10 µM. 97,000 compounds, 0.53% hits. AID 619;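 active means inhibition of 50% or more in the single-concentration screen; inactive means inhibition below 50%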;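 further: 0% = DMSO max control and 100% = H-89 dihydrochloride min control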
ERa SRC1 inh: blocks coactivator binding to human estrogen receptor alpha; 86,000 compounds, 1.7% hits; P03372; TR-FRET ER-alpha LBD / SRC-1 peptide, estradiol-bound; inhibition, % at 25.6 µM; in the data active means inhibition above about 50%;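 further: 0% = receptor plus peptide control and 100% = peptide only without receptor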
ERa coact pot: enhances coactivator binding to human estrogen receptor alpha. P03372. TR-FRET ERalpha-LBD/SRC-Cy5 coactivator binding, 2 h; 100 = basal binding, no effect. coactivator binding (% of control), % at 25.6 µM. 86,000 compounds, 1.3% hits. AID 639; in the data active means activity above about 200%;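 further: binding measured in presence of low estradiol as agonist stimulus; 0% = peptide alone without receptor and 100% = receptor with peptide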
Rev-RRE block: inhibitors of HIV-1 Rev-RRE RNA interaction. 97,000 compounds, 0.79% hits. Rev peptide-RRE RNA binding, FRET. inhibition, % at 8 µM. P05866;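 active means inhibition above the screen-wide mean plus 3 SD, cut at about 35% in these data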;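 further: 0% = median DMSO wells and 100% = median Neomycin B control wells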
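Test system – labelled RRE RNA duplex and labelled Rev peptide · Reagent – labelled Rev peptide · Doses – one concentration, 8 µM nominal · Incubation – 5 + 15 min at 25 °C · Signal – FRET fluorescence readout · Read-out basis – % inhibition of FRET ratio versus controls · Control set – DMSO wells as 0% and neomycin B wells as 100% inhibition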
FAK inh: blocks human focal adhesion kinase activity | Q05397 | biochemical FAK kinase activity assay | inhibition, %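 (tested at 7 µM)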 | 97,000 compounds, 0.84% hits | AID 727; in the data active means inhibition above about 19%;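 further: 0% = DMSO and 100% = reference compound high control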
Target sequence (Q05397 whole entry, looked up): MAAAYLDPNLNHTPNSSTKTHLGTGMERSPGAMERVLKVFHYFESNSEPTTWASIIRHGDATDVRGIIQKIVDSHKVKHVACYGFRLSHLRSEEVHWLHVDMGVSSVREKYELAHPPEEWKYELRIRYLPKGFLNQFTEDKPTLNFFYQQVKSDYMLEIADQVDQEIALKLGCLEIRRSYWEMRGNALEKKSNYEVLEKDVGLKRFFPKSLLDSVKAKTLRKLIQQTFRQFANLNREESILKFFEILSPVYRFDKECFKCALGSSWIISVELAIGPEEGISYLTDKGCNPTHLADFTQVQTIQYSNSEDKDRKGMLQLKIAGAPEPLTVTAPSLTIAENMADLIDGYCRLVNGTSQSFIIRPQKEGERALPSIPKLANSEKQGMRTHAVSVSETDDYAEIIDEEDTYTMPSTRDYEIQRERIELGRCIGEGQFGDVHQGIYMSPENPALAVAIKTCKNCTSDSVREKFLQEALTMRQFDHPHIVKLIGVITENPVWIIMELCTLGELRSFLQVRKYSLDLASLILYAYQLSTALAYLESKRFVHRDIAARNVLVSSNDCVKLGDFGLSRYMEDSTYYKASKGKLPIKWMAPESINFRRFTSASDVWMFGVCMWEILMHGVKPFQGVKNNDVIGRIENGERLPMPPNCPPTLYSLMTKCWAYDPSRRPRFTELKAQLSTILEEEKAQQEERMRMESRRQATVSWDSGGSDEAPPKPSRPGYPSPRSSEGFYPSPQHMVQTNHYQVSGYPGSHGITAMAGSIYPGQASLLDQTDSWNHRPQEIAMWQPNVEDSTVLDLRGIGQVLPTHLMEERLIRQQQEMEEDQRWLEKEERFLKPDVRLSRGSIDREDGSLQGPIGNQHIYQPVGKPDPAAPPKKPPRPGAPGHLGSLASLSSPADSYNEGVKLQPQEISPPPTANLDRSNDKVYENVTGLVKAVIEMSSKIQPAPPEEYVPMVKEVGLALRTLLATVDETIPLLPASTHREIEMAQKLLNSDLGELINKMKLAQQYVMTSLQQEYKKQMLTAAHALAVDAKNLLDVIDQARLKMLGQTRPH
Mac1 fbg inh: CD11b/CD18-fibrinogen binding inhibition; P05107+P11215; K562 CD11b/CD18 adhesion to fibrinogen, ATPlite luminescence; Mn2+ added to activate the integrin; inhibition, % at 10 µM; 93,000 compounds, 0.54% hits;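 active means primary inhibition of 50% or more at 10 µM, then 40% or more on retest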; further: some results filed as inactive read as strong as hits
PLK1 PBD inh: Plk1 (human) PBD binding inhibition | P53350 | Plk1 PBD phosphopeptide binding, fluorescence polarization | inhibition, %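 (tested at about 20 µM)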 | 97,000 compounds, 0.13% hits | AID 693; in the data active means inhibition above about 34%, passing the limit was not always enough
ERb SRC1 inh: ER-beta (human) coactivator binding inhibition; Q92731; TR-FRET ER-beta LBD / SRC1-Cy5 peptide binding; receptor agonist-loaded with 1 µM estradiol; inhibition, % at 25.6 µM; 86,000 compounds, 1.3% hits; AID 633;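 active means compounds whose percent inhibition of the receptor-coactivator binding signal exceeds about 50% in the single-dose screen, limit read from the data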;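 further: 0% = receptor plus peptide wells without compound and 100% = peptide-only wells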
Numbers without * were called inactive; nt = not tested or not shown; [ ] = another dose, or the depositor's remark.

1) CNC(=O)C1CC(=O)N(CCc2ccc(OC)cc2)C(=Nc2ccc(OC)cc2)S1 (stereo not drawn)
2) COc1ccc(C2C(C#N)=C(/N=C/N3CCN(C)CC3)OC3=C2C(=O)CC(C)(C)C3)cc1 (stereo not drawn)
3) CCCc1ccc(S(=O)(=O)NCCc2ccncc2)cc1
4) O=C(Nc1ccc(Cl)cc1)NC1CCCCC1
5) O=C(CCn1nc(-c2ccc(Cl)cc2)c2ccccc2c1=O)NCC1CCCO1 (stereo not drawn)
6) O=C(O)C1C2C=CC(C2)C1C(=O)NCCCN1CCOCC1 (stereo not drawn)
7) O=C(Nc1ccc2nc(-c3cccnc3)[nH]c2c1)c1ccccc1F
8) COC(=O)c1ccc(NC(=O)CCc2c(C)nc3ncnn3c2C)cc1

screen / no.	1	2	3	4	5	6	7	8
Mac1 fbg enh	nt	0	-4	nt	3	4	-2	-5
PLK1 inh	-16	-1	-11	-5	-7	-4	-4	-4
ERa SRC1 inh	-3	-3	-2	2	0	-9	-15	-1
ERa coact pot	103	110[fluorescence artefact?]	95	96	107	160	106	114[fluorescence artefact?]
Rev-RRE block	8	7	8	6	1	10	8	1
FAK inh	-2	2	0	0	0	6	8	-1
Mac1 fbg inh	nt	-12	27	nt	7	-8	-2	0
PLK1 PBD inh	6	-7	11	1	4	3	-6	-26
ERb SRC1 inh	-5	-7	-7	-1	-4	1	-17	5

9) COc1ccc(CC(=O)Nc2sc(Cc3ccccc3)c(C)c2C(N)=O)cc1
10) CCCCNC(=O)Nc1c(C(=O)OCC)[nH]c2ccccc12
11) Cc1c(CN2CCCCC2)c(O)n(CCCO)c(=O)c1C#N
12) COc1cccc(Nc2ncccc2C(=O)O)c1
13) CCCCc1c(O)nc(SCC(=O)c2ccccc2)[nH]c1=O
14) CCOC(=O)C1=C(C)NC2=C(C(=O)CC(C)(C)C2)C1c1cccc(C)n1 (stereo not drawn)
15) O=C(CSc1nnnn1-c1ccc(O)cc1)Nc1ccc(N2CCOCC2)c(Cl)c1
16) COc1ccccc1Oc1ccc2c(c1)C(=O)N(c1ccc(O)cc1)C2=O

screen / no.	9	10	11	12	13	14	15	16
Mac1 fbg enh	-5	0	-3	-3	-2	-3	0	15
PLK1 inh	-12	0	-1	-6	-8	0	2	nt
ERa SRC1 inh	nt	-7	-13	-4	3	-1	1	22
ERa coact pot	nt	118	114	97	84	119	93	98
Rev-RRE block	3	5	35	7	7	-1	5	nt
FAK inh	2	-2	-2	3	10	-7	7	nt
Mac1 fbg inh	9	10	-6	5	0	60	14	-3
PLK1 PBD inh	-22	-7	-2	14	-5	9	12	nt
ERb SRC1 inh	nt	-10	-6	-11	-1	0	8	29[fluorescence artefact?]

17) COc1ccc2[nH]c(=O)c(CN(C)C(=O)c3ccncc3)cc2c1
18) O=C(NC1CC2CCCC(C1)N2C(=O)NC1CCCCC1)c1ccc(F)cc1 (stereo not drawn)
19) Cc1cc(C)nc(SCc2nnc(SCC(=O)NCc3ccco3)n2-c2ccccc2)n1
20) Cc1cccc(-n2ncc3c(NCc4ccc5c(c4)OCO5)ncnc32)c1
21) CCN1CCN(CCCNC(=O)c2ccc3c(c2)NC(=O)c2ccccc2S3)CC1
22) CC(NC(=O)/C(C#N)=C/c1cn[nH]c1-c1ccccc1)c1ccccc1 (stereo not drawn)
23) CC(Oc1ccccc1)c1ccnn1S(C)(=O)=O (stereo not drawn)
24) Cc1cccc(NC(=O)CSc2nc3nc(C)cc(C)c3c(=O)[nH]2)c1

screen / no.	17	18	19	20	21	22	23	24
Mac1 fbg enh	2	1	-5	-2	-1	-2	2	nt
PLK1 inh	-7	-3	-8	15	nt	8	-9	24
ERa SRC1 inh	-6	-5	16[fluorescence artefact?]	21	-4	nt	-5	nt
ERa coact pot	123	121	105[fluorescence artefact?]	100	119	nt	111	nt
Rev-RRE block	7	3	5	6	nt	3	10	6
FAK inh	0	3	4	-8	nt	5	-3	1
Mac1 fbg inh	-10	-5	4	11	-8	-6	-6	nt
PLK1 PBD inh	-7	8	2	22	nt	30	3	2
ERb SRC1 inh	-6	-8	15	14	4[fluorescence artefact?]	nt	-2	nt

25) O=C(CN1CCN(CC(=O)Nc2ccc(OCc3ccccc3)cc2)CC1)Nc1ccc(F)cc1
26) Cc1ccc(C(=O)CCC(=O)Nc2cccc(C(F)(F)F)c2)cc1C
27) Cc1cc(C)n2[nH]c(=O)c(N=Nc3cccc(C(F)(F)F)c3)c2n1
28) CN(Cc1cccs1)CC(O)COCc1ccco1 (stereo not drawn)
29) COc1ccccc1NC(=O)CSc1nnc(-c2ccccc2)o1
30) CC(Sc1nc2ccc(Br)cc2[nH]1)C(=O)O (stereo not drawn)
31) COCCNC(=O)c1ccccc1NC(=O)COc1ccccc1
32) CCc1ccc(-c2cc(C(F)(F)F)n3nc(C(=O)Nc4c(C)nn(Cc5ccccc5C)c4C)cc3n2)s1

screen / no.	25	26	27	28	29	30	31	32
Mac1 fbg enh	nt	nt	-4	-4	0	1	-3	-2
PLK1 inh	10	-12	-11	-8	58*	-2	-9	-11
ERa SRC1 inh	nt	nt	nt	-9	-1	6	-18	nt
ERa coact pot	nt	nt	nt	107	92[fluorescence artefact?]	94	108	nt
Rev-RRE block	15	18	3	7	7	6	5	6
FAK inh	0	5	1	0	5	0	0	0
Mac1 fbg inh	nt	nt	2	12	0	0	10	2
PLK1 PBD inh	-9	-7	-16	3	-8	12	-16	6
ERb SRC1 inh	nt	nt	nt	1	-8	-3	2	nt

33) CC(NC(=O)c1ccco1)C(c1cccs1)N1CCOCC1 (stereo not drawn)
34) CCn1c(C)nc2cc(S(=O)(=O)N3CCCC3)ccc21
35) C=CCn1c(SCC(=O)Nc2sccc2C(N)=O)nc2sc(CC)cc2c1=O
36) CC(=Nc1ccccc1C)C1=C(O)CSC1=O
37) COc1ccc(C2(C(=O)NC3CCCCC3)CCOCC2)cc1OC
38) CCCNC(=O)Cn1c(=O)oc2ccccc21
39) CCn1ncc(Br)c1C(=O)Nc1nccs1
40) CC(C)C(CO)NC(=O)CC(=O)NC(CO)C(C)C (stereo not drawn)

screen / no.	33	34	35	36	37	38	39	40
Mac1 fbg enh	-2	2	0	-7	0	0	-1	-7
PLK1 inh	-6	-5	-5	-21	1	-2	-11	-4
ERa SRC1 inh	nt	-3[fluorescence artefact?]	23	-2	1	-11	-9[fluorescence artefact?]	nt
ERa coact pot	nt	110	82	88	92	121	111	nt
Rev-RRE block	-3	10	12	3	3	4	5	4
FAK inh	-3	4	3	2	-1	1	1	2
Mac1 fbg inh	-8	-12	6	2	-7	-8	-14	-15
PLK1 PBD inh	-1	11	11	-16	-7	3	18	-9
ERb SRC1 inh	nt	-5	5	-8	-32	2	-17[fluorescence artefact?]	nt

41) CCn1c(COc2cccc(C)c2)nnc1SCC(=O)CC(=O)Nc1ccccc1OC
42) O=C(CN1CCCCC1)N1CCCc2c1c(=O)oc1ccc(OCc3ccccc3)cc21
43) O=C1CSc2ccc(C(=O)NCCC3=CCCCC3)cc2N1
44) Cc1ccc(SCCC(=O)NC(C)C)cc1
45) CCn1c(Cc2ccccc2)nnc1SCC(=O)Nc1nc2ccccc2s1
46) CO/N=C/c1ccc(N2CCN(C(=O)c3cccc(Cl)c3)CC2)c([N+](=O)[O-])c1
47) CCOC(=O)c1nc(Nc2ccc(C(=O)OC)cc2)c2ccccc2n1
48) O=C(Nc1ccc2c(c1)OCCO2)c1cnc2n(c1=O)CCS2

screen / no.	41	42	43	44	45	46	47	48
Mac1 fbg enh	-3	nt	nt	nt	-2	nt	nt	-4
PLK1 inh	-2	-6	-17	-11	-13	-3	-8	-12
ERa SRC1 inh	1	1	1	-4	-14	nt	nt	-1
ERa coact pot	100	327*[fluorescence artefact?]	90	113	113	nt	nt	104
Rev-RRE block	-4	11	-2	-1	9	16	6	2
FAK inh	-1	0	7	-3	-2	1	-3	-4
Mac1 fbg inh	22	nt	nt	nt	-12	nt	nt	-12
PLK1 PBD inh	-3	17	20	-6	9	-10	-1	0
ERb SRC1 inh	-3	-5	5	-9	-1[fluorescence artefact?]	nt	nt	2

Eight entries from above, reformatted.
no.	canonical_smiles	Mac1 fbg enh	PLK1 inh	ERa SRC1 inh	ERa coact pot	Rev-RRE block	FAK inh	Mac1 fbg inh	PLK1 PBD inh	ERb SRC1 inh
41	CCn1c(COc2cccc(C)c2)nnc1SCC(=O)CC(=O)Nc1ccccc1OC	-3	-2	1	100	-4	-1	22	-3	-3
42	O=C(CN1CCCCC1)N1CCCc2c1c(=O)oc1ccc(OCc3ccccc3)cc21	nt	-6	1	327*[fluorescence artefact?]	11	0	nt	17	-5
43	O=C1CSc2ccc(C(=O)NCCC3=CCCCC3)cc2N1	nt	-17	1	90	-2	7	nt	20	5
44	Cc1ccc(SCCC(=O)NC(C)C)cc1	nt	-11	-4	113	-1	-3	nt	-6	-9
45	CCn1c(Cc2ccccc2)nnc1SCC(=O)Nc1nc2ccccc2s1	-2	-13	-14	113	9	-2	-12	9	-1[fluorescence artefact?]
46	CO/N=C/c1ccc(N2CCN(C(=O)c3cccc(Cl)c3)CC2)c([N+](=O)[O-])c1	nt	-3	nt	nt	16	1	nt	-10	nt
47	CCOC(=O)c1nc(Nc2ccc(C(=O)OC)cc2)c2ccccc2n1	nt	-8	nt	nt	6	-3	nt	-1	nt
48	O=C(Nc1ccc2c(c1)OCCO2)c1cnc2n(c1=O)CCS2	-4	-12	-1	104	2	-4	-12	0	2

Record cards, as listed above. Order of screens: Mac1 fbg enh	PLK1 inh	ERa SRC1 inh	ERa coact pot	Rev-RRE block	FAK inh	Mac1 fbg inh	PLK1 PBD inh	ERb SRC1 inh
Cc1ccc(SCCC(=O)NC(C)C)cc1 reads nt	-11	-4	113	-1	-3	nt	-6	-9
O=C(Nc1ccc2c(c1)OCCO2)c1cnc2n(c1=O)CCS2 reads -4	-12	-1	104	2	-4	-12	0	2

New compounds follow
49) CC1CN(C(=O)CCc2ccccc2)C(C)CN1C(=O)CCc1ccccc1 (stereo not drawn)
50) Cc1nn(Cc2ccccc2Cl)c(C)c1NC(=O)Cn1nc([N+](=O)[O-])c(Cl)c1C
51) COc1ccc(NC(=O)C2CCN(S(C)(=O)=O)CC2)cc1
52) O=C1CC(N2CCN(Cc3ccccc3)CC2)C(=O)N1CCc1ccccc1 (stereo not drawn)
53) COc1ccc(S(=O)(=O)N2CCN(CC(=O)Nc3cc(OC)cc(OC)c3)CC2)cc1
54) CCCCC(=O)NC(c1ccc(OC)c(OC)c1)c1c(O)ccc2ccccc12 (stereo not drawn)
55) Cc1noc(C(=O)Nc2c(C)nn(Cc3ccccc3)c2C)c1Cl
56) CSCCC(NC(N)=O)C(=O)N(C)CC(=O)Nc1ccc(C)cc1 (stereo not drawn)
57) FC(F)(F)c1cc(-c2cccs2)n[nH]1

screen / no.	49	50	51	52	53	54	55	56	57
Mac1 fbg enh	1	-4	-4	-2	nt	-3	8	-2	-3
PLK1 inh	-11	-11	-19	nt	-10	-12	-13	-1	1
ERa SRC1 inh	-5	nt	-5	-2	3	nt	-1	-6	10
ERa coact pot	95	nt	92	115	118	nt	132[fluorescence artefact?]	118[fluorescence artefact?]	78
Rev-RRE block	3	8	7	nt	14	2	-2	3	-6
FAK inh	-4	-3	-1	nt	0	1	-3	0	2
Mac1 fbg inh	4	-14	6	-20	nt	-21	3	-22	7
PLK1 PBD inh	9	9	-14	nt	-34	5	-8	-11	-7
ERb SRC1 inh	-3	nt	-14	-3	-1[fluorescence artefact?]	nt	-4	2[fluorescence artefact?]	5
